RAD52 inh: RAD52 DNA annealing inhibitors, primary screen, biochemical, FRET, single point, set 2 | recombinant RAD52 DNA annealing, FRET fluorescence | DNA repair protein RAD52 homolog (Homo sapiens), P43351 | inhibition, % at 18.7 µM | 0.46% of 360,000 active;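 active = every replicate showing at least 50% inhibition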
Xi reactivation: activators of inactive X chromosome reactivation, primary screen, imaging, XiGFP fibroblasts, GFP high-content imaging, set 2; XiGFP mouse fibroblasts, % GFP-positive cells imaging, 3 d; cells co-treated with 5-aza-dC sensitizer; scaled so ellipticine positive control = 100%; activation, % at 7.58 µM; 0.055% of 360,000 active; AID 743238, 2013;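 active = mean normalized replicate activation at least 10% and every replicate at or above 10%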;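 also: 0% = median of on-plate neutral control wells and 100% = ellipticine 6 µM median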
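System: SV40-immortalized XiGFP fibroblast cells, line 68-5-11 / Incubation: 3-day compound exposure, then 15 min fixation at room temperature / Compound: single concentration per compound, delivered by pin transfer / Buffer or medium: DMEM plus 5-aza-dC sensitizer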
DENV2 CPE rescue: inhibitors of DENV2 cytopathic effect, primary screen, cell-based, plate reader, single concentration; DENV2-infected cells, cytopathic effect rescue; CPE inhibition, % at 9.99 µM; 1.7% of 350,000 active; in the data active = CPE inhibition above about 20%, passing the limit was not always enough; tested in BHK-21 cells;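 also: 0% = median of neutral control wells and 100% = median of positive control wells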
RAD54 inh: inhibitors of human RAD54 branch migration, primary screen, biochemical, fluorescence, single point. inhibition, % at 10.4 µM. RAD54 Holliday junction branch migration, FAM/BHQ fluorescence. 0.14% of 360,000 active. DNA repair and recombination protein RAD54-like (Homo sapiens), Q92698;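 active = mean normalized replicate activity at least 40 and at least half of replicates scoring 40 or more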;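 also: 0% = median of neutral control wells and 100% = median of positive control wells; inhibitors cause a drop in the FAM fluorescence signal; in these data hits start at about 50%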
Target sequence (Q92698 whole entry, looked up): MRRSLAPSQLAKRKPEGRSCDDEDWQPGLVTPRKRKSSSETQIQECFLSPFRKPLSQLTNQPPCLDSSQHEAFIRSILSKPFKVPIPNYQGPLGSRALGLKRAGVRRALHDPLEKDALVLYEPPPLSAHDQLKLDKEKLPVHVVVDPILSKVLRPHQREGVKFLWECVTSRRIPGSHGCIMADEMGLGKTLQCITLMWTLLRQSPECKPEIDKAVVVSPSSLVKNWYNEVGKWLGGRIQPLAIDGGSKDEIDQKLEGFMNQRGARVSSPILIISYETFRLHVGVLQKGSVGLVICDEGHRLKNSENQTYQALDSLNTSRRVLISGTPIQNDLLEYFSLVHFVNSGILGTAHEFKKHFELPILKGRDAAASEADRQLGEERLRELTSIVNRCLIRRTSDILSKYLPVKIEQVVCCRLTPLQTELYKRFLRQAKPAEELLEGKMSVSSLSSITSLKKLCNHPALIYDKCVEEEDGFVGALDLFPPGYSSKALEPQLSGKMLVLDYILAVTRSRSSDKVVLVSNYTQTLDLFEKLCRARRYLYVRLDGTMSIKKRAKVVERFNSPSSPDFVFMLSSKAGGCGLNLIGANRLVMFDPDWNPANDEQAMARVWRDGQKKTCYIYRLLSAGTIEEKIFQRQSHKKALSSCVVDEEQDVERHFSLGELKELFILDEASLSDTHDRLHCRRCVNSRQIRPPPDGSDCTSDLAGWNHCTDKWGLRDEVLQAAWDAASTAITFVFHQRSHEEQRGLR
F508del corr: F508del CFTR correction, initial screen, CFBE line, single point; CFBE cells, YFP halide quenching; stimulated with forskolin plus potentiator P3; % fluorescence drop versus neutral controls; activity (quench increase), % at 7.58 µM; 0.36% of 350,000 active;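 active = mean added fluorescence quench of at least 8% versus neutral control, with both replicates also reaching 8%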;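 also: cells transiently co-express mutant CFTR-F508del with the halide-sensitive YFP; corrector assay measuring rescue of mutant channel to the surface after 24 h compound exposure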
Casp6 inh: human caspase-6 inhibitors, primary screen, biochemical, VEID-R110 fluorescence, single point, set 2 | inhibition, % at 12.5 µM | 0.53% of 350,000 active | P55212 | purified caspase-6, Z-VEID-R110 cleavage fluorescence;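 active = mean inhibition across replicates at least about 35%, with every replicate also reaching that limit, limit read from the data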;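 also: 0% = median of neutral control wells and 100% = no fluorescence left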
Target sequence (P55212 24-179 limits assumed): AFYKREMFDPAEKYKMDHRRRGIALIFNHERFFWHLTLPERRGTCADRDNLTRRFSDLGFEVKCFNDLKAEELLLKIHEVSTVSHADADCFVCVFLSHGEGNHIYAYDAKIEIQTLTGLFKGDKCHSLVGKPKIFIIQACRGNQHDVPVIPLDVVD
Target sequence (P55212 194-293 limits assumed): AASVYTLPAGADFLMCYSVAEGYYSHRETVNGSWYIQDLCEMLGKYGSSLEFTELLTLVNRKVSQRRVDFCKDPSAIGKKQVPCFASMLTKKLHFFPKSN
E-selectin induc: E-selectin induction in HUVECs, primary screen, imaging, HUVEC, immunofluorescence imaging, single point | P16581 | normalized: neutral wells 0, TNF-alpha wells 100 | activation, % at 7.58 µM | 0.37% of 260,000 active | AID 686992, 2013;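 active = mean E-selectin-positive cell signal at least 10% of the positive control, reached in at least 60% of replicates, without over 20% cell loss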;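 also: in these data hits start at about 27%; measured in HUVEC primary endothelial cells; signal is the percent of cells scored E-selectin positive by PE staining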
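Test system: HUVEC | Signal: Immunofluorescence imaging | Read-out: Percent E-selectin-positive cells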
GSIS activator: GLuc luminescence reporter in INS-1E cells, primary screen for activators of glucose-dependent secretion of insulin | 0.61% of 370,000 active | INS-1E GLuc reporter insulin secretion, 2-3 h | AID 743287, 2014 | activation, % at 16.6 µM;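 active = lowest replicate activation of at least 40%, so every replicate reaches that level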;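 also: 0% = median of neutral control wells and 100% = median of IBMX positive control wells; some compounds called inactive have numbers as strong as hits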
* marks the source's active call; other numbers are inactive results; / = not tested or not shown.

SMILES	RAD52 inh	Xi reactivation	DENV2 CPE rescue	RAD54 inh	F508del corr	Casp6 inh	E-selectin induc	GSIS activator
O=C1NC[C@@H](Cc2ccc(O)cc2)N(CCc2cccc(F)c2)C1=O	-5	0.0	19	-4	2.1	0	-0.1	9
CCC1(c2ccc(F)cc2)NC(=O)N(CC(=O)Nc2ccc(N3CCCCC3)cc2)C1=O (centres undefined)	-7	0.0	-2	-7	-2.1	-3	0.4	-15
O=c1c2ccccc2cnn1Cc1n[nH]c(=S)n1-c1cc(Cl)cc(Cl)c1	-12	0.3	-4	-4	/	5	1.0	19
O=C1CCCCCC[C@@H](O)[C@H](O)C[C@H](c2ccccc2)O1	-8	0.3	5	/	0.4	0	0.0	-4
C=CCc1cc(OC)ccc1OCCCCn1cncn1	-10	0.1	-7	-2	-4.7	-2	0.2	1
CO[C@@H]1CC[C@H]2CCOc3c(C#N)cccc3C(=O)N(C)C[C@H](c3ccccc3)CC(=O)N(C)C[C@@H]1O2	8	0.1	-2	-3	-2.9	0	-0.1	-12
CCOC(=O)C1CCN(C(c2cccs2)c2sc3nc(C)nn3c2O)CC1 (centres undefined)	-8	0.7	-9	-1	0.5	-1	-0.1	/
CCOC(=O)c1c(-c2ccc(F)cc2)csc1/N=C/N(C)C	-10	-0.1	/	5	-1.3	-1	0.3	43
CO[C@@H]1CN(C)C(=O)c2ccc(NC(C)=O)cc2OC[C@H](C)N(Cc2cccnc2)C[C@@H]1C	/	-0.2	/	/	0.7	/	-0.1	5
Cc1csc(=O)n1CC(=O)OCC(=O)c1c(N)n(C)c(=O)n(C)c1=O	4	-0.1	6	-17	-0.5	14	0.3	11
COc1ccc(NC(=O)Nc2ccc3c(c2)C(=O)N([C@H](C)CO)C[C@H](C)[C@@H](CN(C)Cc2ccncc2)O3)cc1	16	0.4	6	-14	1.0	0	170*	-7
CCC(=O)c1ccc(OCC(O)CN2CCN(c3ccccn3)CC2)cc1 (centres undefined)	9	0.1	-3	-1	2.8	2	-0.1	11
CCOC(=O)CNS(=O)(=O)c1ccc(S(=O)(=O)NC2CC2)cc1	-6	0.0	3	-7	-3.0	0	/	26
CCN1C(=O)[C@@H]2[C@H](C1=O)[C@@H]1CC(C(=O)OC)=C[C@@H](C(=O)OC)C3C1=C(C(=O)C3(CC)CC)[C@@H]2C (some centres undefined)	-20	0.0	-4	/	-1.0	5	-0.1	/
CCCCN(C(=O)CCC(=O)Nc1cc(C)on1)C(C(=O)NC1CCCC1)c1ccccc1C (centres undefined)	-10	0.4	-3	/	-2.7	0	0.0	-22
NC(=S)N/N=C/c1ccc(OC(=O)c2cccnc2)cc1	-1	0.0	-5	-23	2.9	-4	/	0

Not a retest: an excerpt of the list.
SMILES	RAD52 inh	Xi reactivation	DENV2 CPE rescue	RAD54 inh	F508del corr	Casp6 inh	E-selectin induc	GSIS activator
O=C1NC[C@@H](Cc2ccc(O)cc2)N(CCc2cccc(F)c2)C1=O	-5	0.0	19	-4	2.1	0	-0.1	9
CCC1(c2ccc(F)cc2)NC(=O)N(CC(=O)Nc2ccc(N3CCCCC3)cc2)C1=O (centres undefined)	-7	0.0	-2	-7	-2.1	-3	0.4	-15
O=c1c2ccccc2cnn1Cc1n[nH]c(=S)n1-c1cc(Cl)cc(Cl)c1	-12	0.3	-4	-4	/	5	1.0	19
O=C1CCCCCC[C@@H](O)[C@H](O)C[C@H](c2ccccc2)O1	-8	0.3	5	/	0.4	0	0.0	-4
C=CCc1cc(OC)ccc1OCCCCn1cncn1	-10	0.1	-7	-2	-4.7	-2	0.2	1
CO[C@@H]1CC[C@H]2CCOc3c(C#N)cccc3C(=O)N(C)C[C@H](c3ccccc3)CC(=O)N(C)C[C@@H]1O2	8	0.1	-2	-3	-2.9	0	-0.1	-12
CCOC(=O)C1CCN(C(c2cccs2)c2sc3nc(C)nn3c2O)CC1 (centres undefined)	-8	0.7	-9	-1	0.5	-1	-0.1	/
CCOC(=O)c1c(-c2ccc(F)cc2)csc1/N=C/N(C)C	-10	-0.1	/	5	-1.3	-1	0.3	43
CO[C@@H]1CN(C)C(=O)c2ccc(NC(C)=O)cc2OC[C@H](C)N(Cc2cccnc2)C[C@@H]1C	/	-0.2	/	/	0.7	/	-0.1	5
Cc1csc(=O)n1CC(=O)OCC(=O)c1c(N)n(C)c(=O)n(C)c1=O	4	-0.1	6	-17	-0.5	14	0.3	11
COc1ccc(NC(=O)Nc2ccc3c(c2)C(=O)N([C@H](C)CO)C[C@H](C)[C@@H](CN(C)Cc2ccncc2)O3)cc1	16	0.4	6	-14	1.0	0	170*	-7
CCC(=O)c1ccc(OCC(O)CN2CCN(c3ccccn3)CC2)cc1 (centres undefined)	9	0.1	-3	-1	2.8	2	-0.1	11
CCOC(=O)CNS(=O)(=O)c1ccc(S(=O)(=O)NC2CC2)cc1	-6	0.0	3	-7	-3.0	0	/	26

Three entries already listed, arranged by the number in RAD52 inh, ascending:
SMILES | RAD52 inh | DENV2 CPE rescue | F508del corr | Casp6 inh | GSIS activator
CCOC(=O)c1c(-c2ccc(F)cc2)csc1/N=C/N(C)C | -10 | / | -1.3 | -1 | 43
CCOC(=O)C1CCN(C(c2cccs2)c2sc3nc(C)nn3c2O)CC1 (centres undefined) | -8 | -9 | 0.5 | -1 | /
CCC1(c2ccc(F)cc2)NC(=O)N(CC(=O)Nc2ccc(N3CCCCC3)cc2)C1=O (centres undefined) | -7 | -2 | -2.1 | -3 | -15

Remaining list, next part
SMILES	RAD52 inh	Xi reactivation	DENV2 CPE rescue	RAD54 inh	F508del corr	Casp6 inh	E-selectin induc	GSIS activator
Cc1ccc(NC(=O)c2cccc3cccnc23)cc1	-15	0.0	16	9	-3.0	2	0.4	-9
O=C(CN1C(=O)C2C3C=CC(C3)C2C1=O)Nc1ccc(F)cc1 (centres undefined)	-4	0.2	-2	/	/	-2	/	-11
CCOc1ccc2oc(C(=O)NCC3CCCO3)c(C)c2c1 (centres undefined)	-10	0.3	64*	-12	-1.7	5	/	21
O=C(/C=C/c1ccccc1)N1CCN(c2c(Cl)cccc2[N+](=O)[O-])CC1	-16	0.2	-14	/	-2.2	-1	-1.0	0
CCc1c(O)nc(SCC(=O)Nc2ccccc2)n(C(C)CC)c1=O (centres undefined)	-33	/	-2	-6	0.0	-5	/	-13
O=C(O)c1cccc2c1Cc1cc([N+](=O)[O-])ccc1-2	-5	0.0	-15	-3	/	4	/	/
CN(C)CC(=O)N[C@@H]1C=C[C@@H](CC(=O)O)O[C@@H]1CO	-11	0.3	0	/	-1.7	1	0.0	22
Cc1cccc(OCc2nc(-c3ccc(-n4cccc4)cc3)no2)c1	-5	0.1	6	-12	3.2	0	-0.1	/
COc1ccc(NC(=S)Nc2ccccc2OC)c(OC)c1	-12	0.0	5	/	2.4	2	/	2
CC1(C)N=C(c2ccccc2)C(c2ccccc2)=N1	-18	0.0	-1	4	6.2	-2	-0.1	41*
COc1ccc(-c2cc(-c3ccco3)[nH]c(=O)c2C#N)cc1OC	-163	-0.2	1	-33	3.1	38*	/	52*
COCC(=O)Nc1ccc2c(c1)C(=O)N(C)[C@@H]1CC[C@H](CC(=O)NCCc3ccncc3)O[C@@H]1CO2	8	0.5	12	-3	-2.2	3	0.1	2
ClCC1CN(Cc2ccccc2Cl)CCO1 (centres undefined)	-2	-0.1	11	/	6.7	2	0.0	12
Cc1coc2cc3oc(=O)c(Cc4ccccc4)c(C)c3cc12	-5	-0.1	-4	/	/	0	0.6	20
CN(CC(=O)Nc1ccc(F)c(F)c1F)C(=O)C1CC(=O)N(C2CCCC2)C1 (centres undefined)	0	0.0	1	1	0.8	0	2.3	8
CC[C@]12c3[nH]c4cc(-c5ccco5)ccc4c3CCN1C(=O)[C@@H](CC(=O)NCc1cccc(C(F)(F)F)c1)C[C@@H]2C(=O)N1CCN(C(=O)C2CC2)CC1	-18	0.3	-2	2	-3.4	3	-0.3	5
CC12CCC(C(=O)NNC(=O)c3ccc(Br)cc3)(OC1=O)C2(C)C (centres undefined)	3	-0.1	-3	/	-1.1	0	-0.2	-3
CC1CCN(C(=O)CNC(=O)CNC(=O)Cc2ccccc2)CC1	-11	0.3	3	0	0.0	3	/	5
O=C(C[C@@H]1CC[C@H](NC(=O)c2ccc3c(c2)OCO3)[C@H](CO)O1)NCc1ccc(F)cc1	4	0.0	-13	5	1.3	-2	-0.1	-1
COc1ccc(CCn2c(NN=C(C)C)nc3c2c(=O)[nH]c(=O)n3C)cc1	1	0.0	-1	11	9.8*	3	/	1
Cc1ccccc1-c1ccc2c(c1)O[C@H](CN(C)C(=O)C1CC1)[C@H](C)CN([C@@H](C)CO)S2(=O)=O	2	0.1	8	-4	1.8	2	0.2	1
C[C@@H]1CN([C@H](C)CO)C(=O)c2cc(NC(=O)C3CCCCC3)ccc2O[C@H]1CN(C)C(=O)Nc1ccc(C(F)(F)F)cc1	-11	0.3	2	-8	-2.8	-1	1.0	-9
CC[C@]12c3[nH]c4ccc(Cl)cc4c3CCN1C(=O)[C@@H](CC(=O)NCC13CC4CC(CC(C4)C1)C3)C[C@@H]2C(=O)N1CCN(C(=O)c2ccco2)CC1	-9	-0.1	4	3	-1.7	1	0.0	-13
CC1CC(=O)Nc2ccccc2N1C(=O)Cn1cnc2ccccc2c1=O (centres undefined)	-2	0.0	-8	6	-0.1	1	/	0
CC(C)CC#Cc1cnc2c(c1)C(=O)N([C@@H](C)CO)C[C@@H](C)[C@@H](CN(C)Cc1cccc(F)c1)O2	-2	0.5	13	-18	0.1	-3	-0.2	-13
CCOC(CC(=O)NNC(=O)c1c(-c2ccccc2Cl)noc1C)OCC	-11	0.0	3	/	-0.4	-2	/	/
NC(=O)c1cc([N+](=O)[O-])ccc1Nc1ccccc1	-142	-0.1	14	5	4.2	-3	-0.1	/
CSCCC(NC(=O)COc1ccccc1)C(=O)N1CCOCC1 (centres undefined)	-4	0.0	-12	/	-1.2	0	0.0	11
N#CCCCc1cc2cc(F)ccc2cn1	-6	-0.1	-2	3	2.6	0	0.3	3
CC(=O)NC(Cc1ccccc1)C(=O)OCC(=O)c1ccccc1 (centres undefined)	/	0.0	/	-18	/	/	-0.1	0
COc1ccc(CCNC(=S)Nc2ccccc2)cc1	7	0.3	1	/	0.3	4	-1.8	-11
O=S(=O)(Nc1cc2nc3ccccc3nc2n1Cc1ccccc1)c1ccc(Cl)cc1	-74	78*	/	/	-1.2	7	/	/
COC(=O)c1ccc(CN2CCC(Oc3cccc(C(=O)N4CCCC4)c3)CC2)cc1	-44	0.2	4	6	0.2	-1	0.0	/
CC1Cc2ccccc2N1S(=O)(=O)c1cccc(C(=O)c2nccn2C)c1 (centres undefined)	-35	/	0	-2	-4.0	1	/	8
O=S(=O)(c1ccccc1)N1CCC2(CC1)OCCN2S(=O)(=O)c1cccs1	-6	0.4	-2	/	0.8	4	4.8	-2
C[C@H](CO)N1C[C@H](C)[C@H](CN(C)Cc2cccnc2)Oc2cc(C3=CCCC3)ccc2S1(=O)=O	11	0.0	28*	-6	-1.5	-1	-0.3	0
O=C(O)CNC(=O)c1ccc(Oc2c(F)c(F)c(Oc3ccc(C(=O)NCC(=O)O)cc3)c(F)c2F)cc1	-40	0.0	7	-12	-0.4	/	/	5
CCC(=O)Nc1ccc2c(c1)C(=O)N(C)[C@@H]1CC[C@H](CC(=O)O)O[C@@H]1CO2	10	0.2	18	-7	-2.6	0	0.0	15

Screening results as filed in PubChem.
